# AMA1 RON2 block – qHTS for Inhibitors of AMA1-RON; Towards Development of Antimalarial Drug Lead: Primary Screen; actives 0.2% (n = 360,000); Potency, µM (doses to about 58.2 µM), inactives show top-dose activity change, negative = inhibition, actives largely listed as inhibitors; Plasmodium falciparum AMA1 (3D7) - RON2 peptide interaction; AID 720542, 2013; AlphaScreen AMA1-biotinylated RON2 peptide binding;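 also: potency is read from the fitted curve at half-maximal effect; 0% = vehicle wells and -100% = peptide control; nearly all actives have a fitted effect of over 45% in size; some results filed as inactive show a strong effect at the top dose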
#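 AMA1 (3D7) with his tag at 25 nM final met compounds first, then biotinylated RON2 peptide at 25 nM; detection used donor plus acceptor beads, 10 µg/mL apiece, read by AlphaScreen after 30 min at room temperature.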
# HCMV inh – qHTS Assay for inhibitors of the human cytomegalovirus (HCMV) | HFF cells, HCMV-luciferase reporter, 72 h; active compounds read low | activity change, negative = inhibition, % at 57.5 µM | actives 4.5% (n = 410,000); in the data active = activity change below about -60%; inconclusive = no clear call, values can overlap the other calls; inactive = above about -39%
#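 After 16 h attachment at 37C, HFF cells received test compound and HCMV-luciferase (1 PFU/cell); reporter luminescence read 72 h later, data normalized against buffer-only and known inhibitor Salinomycin.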
# HCV inh – qHTS Assay for Inhibitors of Hepatitis C Virus (HCV); Huh7.5.1 HCVcc-Cre infection, luciferase reporter, 44 h; AID 651820, 2012; Potency, µM (highest dose often 41.8 µM), without a hit: top-dose activity change, negative = inhibition, most hits filed as inhibitors; actives 3.4% (n = 340,000); also: potency is read from the fitted curve at half-maximal effect
#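 Antiviral activity was scored by luciferase reporter output from cells infected with HCVcc-Cre (~0.5 moi) in presence of compound, 44 h infection period, cells seeded 1,000/well 4 h prior.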
# AmpC no deterg – qHTS Inhibitors of AmpC Beta-Lactamase (assay without detergent); P00811; AmpC nitrocefin hydrolysis, absorbance 480 nm, 0.0001% Triton; Potency, µM (top dose mostly 57.1 µM), for inactives: top-dose activity change, negative = inhibition, hits mostly inhibitors; actives 0.52% (n = 330,000);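 also: potency is read from the fitted curve at half-maximal effect; plate controls were no compound for no effect and no enzyme for full effect; nearly all actives have a fitted effect of over 20% in size; some results filed as inactive show a strong effect at the top dose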
# Target sequence (P00811 whole entry, looked up): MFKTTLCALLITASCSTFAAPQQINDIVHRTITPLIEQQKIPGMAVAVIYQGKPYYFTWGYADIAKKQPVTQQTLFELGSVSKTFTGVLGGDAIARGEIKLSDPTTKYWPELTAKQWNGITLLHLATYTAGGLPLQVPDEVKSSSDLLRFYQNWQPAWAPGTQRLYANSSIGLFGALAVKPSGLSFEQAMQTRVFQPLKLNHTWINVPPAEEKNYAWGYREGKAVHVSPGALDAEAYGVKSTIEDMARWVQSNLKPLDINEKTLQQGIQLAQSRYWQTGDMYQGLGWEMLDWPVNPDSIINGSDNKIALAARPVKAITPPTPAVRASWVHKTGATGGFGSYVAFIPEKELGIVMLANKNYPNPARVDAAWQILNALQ
#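 20 mM phosphate pH 7.0 + 0.01% (detergent screen) or 0.0001% Triton X-100; 5.3 nM AmpC reagent; cpd preinc 15 min RT; nitrocefin (800 uM stock) to start; A480 q20 s × 4 min; Activity was normalised to no-enzyme and no-compound control wells.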
# AmpC inh detg – qHTS Inhibitors of AmpC Beta-Lactamase (assay with detergent); Potency, µM (top dose mostly 114 µM), without a hit: at the highest dose activity change, negative = inhibition, usual class: inhibitors; AID 485294, 2010; P00811; AmpC hydrolysis of nitrocefin, absorbance 480 nm, 0.01% Triton; actives 0.041% (n = 370,000);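 also: potency is read from the fitted curve at half-maximal effect; 0% = no-compound wells and -100% = no-enzyme wells; nearly all actives have a fitted effect of over 25% in size; some results filed as inactive show a strong effect at the top dose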
#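 20 mM phosphate pH 7.0 + 0.01% (detergent screen) or 0.0001% Triton X-100; 5.3 nM AmpC reagent; cpd preinc 15 min RT; nitrocefin (800 uM stock) to start; A480 q20 s × 4 min; Activity was normalised to no-enzyme and no-compound control wells.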
# TbPYK inhibitor – qHTS of Trypanosoma Brucei Inhibitors. pyruvate kinase (Trypanosoma brucei), Q57TT1. TbPYK enzyme, Kinase-Glo Plus ATP luminescence, 45 min. Potency, µM (doses to about 76.8 µM), without a hit: at the top dose activity, negative = inhibition, usual class: inhibitors. actives 0.12% (n = 410,000). AID 624173, 2012; also: potency is read from the fitted curve at half-maximal effect; nearly all actives have a fitted effect of over 50% in size
#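 In this concentration-response screen, enzyme-free wells defined baseline while DMSO plates tracked drift. Each reaction combined TbPYK, substrate, compound and 130 uM ADP for 45 min at room temperature. Kinase-Glo Plus luminescence gave the signal.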
# LmPK inhibitor – qHTS Assay for Inhibitors of Leishmania Mexicana Pyruvate Kinase (LmPK) | purified LmPK, Kinase-Glo ATP luminescence, 1 h | Potency, µM (top dose mostly 57.5 µM), without a hit: at the highest dose activity change, negative = inhibition, actives largely listed as inhibitors | actives 0.37% (n = 290,000) | AID 1721, 2009; also: potency is read from the fitted curve at half-maximal effect
# Target sequence (Q27686 whole entry, looked up): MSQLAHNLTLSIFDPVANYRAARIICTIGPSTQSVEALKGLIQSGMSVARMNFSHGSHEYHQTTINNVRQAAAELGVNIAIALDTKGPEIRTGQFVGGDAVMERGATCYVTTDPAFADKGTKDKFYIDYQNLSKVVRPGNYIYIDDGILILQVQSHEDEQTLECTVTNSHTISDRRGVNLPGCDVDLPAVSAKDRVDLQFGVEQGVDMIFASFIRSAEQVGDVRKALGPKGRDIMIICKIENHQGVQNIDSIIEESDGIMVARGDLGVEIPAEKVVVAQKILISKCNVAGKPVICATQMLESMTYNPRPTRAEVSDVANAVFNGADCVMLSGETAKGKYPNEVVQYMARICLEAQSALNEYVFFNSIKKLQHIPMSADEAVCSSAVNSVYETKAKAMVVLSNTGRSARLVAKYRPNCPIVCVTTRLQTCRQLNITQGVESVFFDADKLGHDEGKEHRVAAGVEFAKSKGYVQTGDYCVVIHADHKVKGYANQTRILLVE
#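 In 50 mM imidazole pH 7.2 with 7 mM MgCl2, LmPK (0.1 nM) turned over PEP (0.5 mM) and ADP (0.1 mM) for 1 h at room temperature. Luciferase read-out of ATP.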
# The depositor's hits bear a star; ? = inconclusive; . = not tested or not shown; [ ] = another dose, or the depositor's remark. Unless noted, calls follow the shape of the dose curve; as a rule, active = well fitted curve in the direction sought with a large enough effect; inconclusive = small, poorly fitted or top-dose-only effect, or another doubt; inactive = no such curve, though single readings can be large; an effect the other way counts as inactive or inconclusive. Unless noted, % is scaled to controls: 0 for no effect and ±100 for the full control effect. Random draw from the library. About 7.5% of those tested had a hit in this group.
# Every second line gives: AMA1 RON2 block, HCMV inh, HCV inh, AmpC no deterg, AmpC inh detg, TbPYK inhibitor, LmPK inhibitor
> CS(=O)(=O)N(CC(=O)N/N=C/c1ccco1)c1ccccc1Br
 : 7.5%, -21.9, -1.0%, -25.5%, -4.9%, -0.8%, 2.2%
> CCc1nn(C(C)C(=O)NCCN2CCCCCC2)c(=O)c2cc3occc3n12 (stereo not drawn)
 : 4.6%, -18.8, ?, 84.1%[activator], 10.6%, -1.5%, 4.0%
> COC(=O)c1ccc(CSC2=NC[C@@H]3[C@@H]4C(=O)N(C)C(=O)[C@@H]4[C@](Cc4ccccc4)(C(=O)OC)N23)cc1
 : -1.3%, 7.0, ?, 234.8%[activator], ., -4.0%, .
> CCCc1cc(C(=O)NCc2ccccc2)no1
 : -0.6%, 25.0, 4.9%, -9.8%, ?, -0.9%, -3.0%
> Cc1ccc(N2C(=O)CC(N(CCc3ccccc3)C(=S)Nc3ccc(N(C)C)cc3)C2=O)cc1 (stereo not drawn)
 : -5.3%, -6.5, 2.6%, -6.4%, -12.3%, 0.3%, 0.6%
> COC(=O)CC1c2ccccc2S(=O)(=O)N1Cc1ccccc1 (stereo not drawn)
 : 1.5%, 4.7, -2.6%, -6.0%, 0.1%, 1.5%, -1.9%
> Cc1nc(Nc2ccccc2C(F)(F)F)sc1C(=O)N(C)C
 : -0.9%, -0.6, -10.9%, 31.9%, -16.0%, -6.4%, 4.9%
> Cc1cc(O)ccc1NC(=S)NC(=O)c1cncc(Br)c1
 : 165.3%[activator], -13.8, -11.0%, -49.1%, -12.0%, 4.6%, -0.2%
> COCCN(Cc1cc2cc(C)ccc2nc1Cl)C(=O)Nc1ccccc1C
 : 11.1%, -1.4, -29.2%, -4.8%, ?, -7.4%, -1.2%
> Cc1cccc(C)c1OC(=O)C(c1ccccc1)c1ccccc1
 : 30.5%[activator], 73.5, 5.1%, -24.4%, 2.8%, 3.7%, 0.6%
> O=C(Cc1ccccc1)N/N=C/c1ccc(-c2ccc([N+](=O)[O-])cc2)o1
 : -7.4%, -60.6*, -4.0%, -16.3%, -8.8%, -2.8%, -4.8%
> CCOc1ccccc1NC(=O)Cn1c(=O)n(-c2ccccc2)c(=O)c2oc3ccccc3c21
 : 8.0%, -13.9, 5.5%, -37.1%, -7.8%, 0.5%, 3.1%
> CCOC(=O)C1=CN(CC)S(=O)(=O)NC1c1ccc2ccccc2c1 (stereo not drawn)
 : 6.2%, -5.8, -26.8%, -16.2%, ., -7.2%, .
> Cc1cc(N2CCOCC2)nc2cc(O)ccc12
 : 10.0%, 50.5, 3.8%, -27.4%, ?, -8.3%, 0.3%
> Cc1c(Cl)cccc1NC(=O)Cn1cccc1
 : -4.2%, -38.4, 20.5%, -6.7%, -14.3%, -2.6%, 0.3%
> CC(C)CCNCC(O)CON=C1c2ccccc2-c2ccccc21 (stereo not drawn)
 : 1.8%, -72.1*, 8.91µM*, 53.9%, -7.3%, -4.8%, 1.8%
> Cc1ccsc1/C=N/NC(=O)CNC(=O)c1cccc([N+](=O)[O-])c1C
 : -7.7%, -20.4, -14.7%, -13.4%, 1.6%, -2.5%, 4.8%
> O=C(NCCC1=CCCCC1)c1ccc2c(=O)n3nc(Nc4ccccc4)sc3nc2c1
 : ., ?, ., ., 1.6%, -6.2%, .
> CCOc1ccccc1CN(CCc1ccc2c(c1)OCO2)Cc1cc(OC)c(OC)cc1OC
 : ., -9.0, ., ., -3.9%, 2.3%, .
> O=C(CCCN1C(=O)c2cccnc2C1=O)N1CC(=O)N(CCc2ccccc2)C(=O)C1
 : 32.6%[activator], 10.1, 15.1%, -0.2%, ?, -12.0%, 0.4%

# Pulled one by one from above, 2 records:
# Every second line gives: AMA1 RON2 block, HCMV inh, HCV inh, AmpC no deterg, AmpC inh detg, TbPYK inhibitor, LmPK inhibitor
> O=C(CCCN1C(=O)c2cccnc2C1=O)N1CC(=O)N(CCc2ccccc2)C(=O)C1
 : 32.6%[activator], 10.1, 15.1%, -0.2%, ?, -12.0%, 0.4%
> Cc1ccc(N2C(=O)CC(N(CCc3ccccc3)C(=S)Nc3ccc(N(C)C)cc3)C2=O)cc1 (stereo not drawn)
 : -5.3%, -6.5, 2.6%, -6.4%, -12.3%, 0.3%, 0.6%

# Later entries.
# Every second line gives: AMA1 RON2 block, HCMV inh, HCV inh, AmpC no deterg, AmpC inh detg, TbPYK inhibitor, LmPK inhibitor
> Cc1cc(C)c2c(=O)cc(C(=O)Nc3ccc(S(=O)(=O)N(C)Cc4ccccc4)cc3)oc2c1
 : ., -24.3, ., ., 4.9%, 0.3%, .
> CC(OC(=O)c1cc(=O)c2cc(Cl)ccc2o1)C(=O)N1CCCC1 (stereo not drawn)
 : 2.9%, 4.3, ?, -8.4%, -16.6%, -1.4%, .
> CN1C[C@@H]2C(c3ccc(Cl)nc3)C3(c4cccnc4)CC2(C3)[C@H]1c1ccccc1 (stereo partly drawn)
 : -9.4%, -18.5, 14.9%, 21.9%, 0.8%, -4.4%, -1.7%
> CCc1ccc(NS(=O)(=O)c2ccc3[nH]c(=O)[nH]c3c2)cc1
 : -16.0%, -14.5, 15.6%, -14.6%, 5.9%, -5.2%, -1.6%
> C=CCn1c(-c2ccc(N)cc2)nc2ccccc21
 : -22.4%, -28.9, -0.2%, -11.7%, -15.4%, 1.5%, 3.1%
> Cc1c(N(C(=O)Cc2cccs2)C2(C(=O)NC3CCCC3)CCCCC2)c(=O)n(-c2ccccc2)n1C
 : -7.3%, 0.0, 23.8%, 13.6%, -2.1%, -8.7%, -13.8%
> Oc1ccc(C2C(c3ccccc3)=NN=C(c3ccc(Cl)cc3)N2O)c(O)c1 (stereo not drawn)
 : 6.4%, 1.6, ?, 25.1µM*, ?, -9.4%, 2.5%
> O=C(Nc1ccc(O)c(-c2nc3ccccc3o2)c1)C1(c2ccc(Br)cc2)CCCC1
 : 40.7%[activator], ?, -12.5%, -14.8%, -3.8%, -10.7%, -3.0%
> CNC(=O)CCn1nc(-c2ccccc2)c2ccccc2c1=O
 : -15.1%, 47.4, 2.4%, -7.3%, ?, 3.6%, -0.5%
> CCOc1ccccc1NC(=O)C1CCN(C(=O)C2CC(=O)N(c3ccc(C)cc3)C2)CC1 (stereo not drawn)
 : -1.3%, -3.5, -12.9%, 103.5%[activator], -12.2%, -2.1%, 1.6%
> CCCCSC1=C(C#N)C(c2ccccc2C)CC(=O)N1 (stereo not drawn)
 : 18.1%, ?, -4.6%, -45.2%, -9.7%, 0.6%, 9.7%
> CC(C)CNC(=O)CSc1nc2nn(-c3ccccc3)c(=O)c-2c2n1CCCCC2
 : 1.7%, -37.5, -9.3%, -12.7%[11.4 µM], -6.6%, 0.7%, 6.6%
> O=C(NCC1CCCO1)c1cccc(C(=O)NCC2CCCO2)c1 (stereo not drawn)
 : -3.4%, -5.2, 13.6%, -10.0%, ?, -1.1%, 1.4%
> Cn1cc(CN(C(=O)Nc2ccc(Cl)c(Cl)c2)C2CCCCC2)c2ccccc21
 : ., 28.0, ., ., 1.4%, -2.2%, .
> O=C(O)c1ccccc1C(=O)c1ccc2c(c1)CCC2
 : 0.2%, 3.2, 8.5%, -18.7%, 1.8%, -14.6%, 0.7%
> C=CCC1NS(=O)(=O)OC(COC)C1C (stereo not drawn)
 : -3.7%, ?, 17.8%, -13.3%, -5.8%, 6.7%, -2.6%
> Cc1cc2c(c(SCC(=O)NCCc3ccccc3)n1)C(=O)OC2
 : 5.9%, 45.6, 7.3%, -15.2%, -16.5%, 0.4%, -1.5%
> COc1cc(C(CC(=O)Nc2ccc(Cl)cn2)N2Cc3ccccc3C2=O)cc(OC)c1OC (stereo not drawn)
 : 1.8%, 86.8, -27.9%, 36.7%, ?, 3.5%, -1.2%
> Cc1ccc(NC(=O)CN(C)C(=O)CSc2nncn2C)cc1
 : -1.7%, -31.0, 4.8%, -8.1%, -11.0%, -0.8%, 2.5%
> CC(=O)OCC(=O)NCC(=O)c1c[nH]c2ccccc12
 : 10.4%, -27.9, 9.0%[8.37 µM], -2.4%, 2.4%, 3.0%, 2.2%
> CCN(CC(=O)Nc1c(F)cccc1F)C(=O)c1c(-c2ccccc2Cl)noc1C
 : 7.7%, -23.2, ., ., ., -3.0%, .
> Cc1c(Cc2ccccc2)sc(N)c1C(N)=O
 : ., ., 6.9%, -32.4%, 1.3%, ., 4.3%
> C=CC(O)(C#CCN(CC)CC)c1ccccc1 (stereo not drawn)
 : -1.4%, 45.3, -2.0%, -19.2%, -1.7%, 0.9%, 2.7%
> CC(=O)NC(Cc1ccc(F)c(F)c1)C(=O)NC1CCN(c2nnnn2-c2ccccc2)CC1 (stereo not drawn)
 : -4.9%, -16.0, -10.8%, 154.2%[activator], -12.4%, -2.6%, 0.9%
> Nc1ccc(-c2nc3ncccc3o2)c(O)c1
 : 81.5%[activator], 51.1, -26.3%, -17.7%, 0.4%, 4.8%, -13.7%
> Cc1c(Cl)c(-c2n[nH]c(=S)n2-c2ccccc2)nn1C
 : -1.4%, -18.8, 32.7%[activator], -4.1%, -0.6%, 2.82µM*, -11.6%
> CC(=O)c1cccc(-c2ccnc3c2CC(C(=O)NCc2cccs2)O3)c1 (stereo not drawn)
 : -10.6%, ?, ., ., ., 5.4%, .
> O=c1c2ccccc2nc2n1CCC2
 : -21.5%, 88.1, 10.7%, -2.8%, -7.6%, ?, -1.4%
> CCOc1ccc(NS(=O)(=O)c2ccc3[nH]cc(C(=O)N4CCCCCC4)c(=O)c3c2)cc1
 : ., 25.2, ., ., 6.9%, 0.0%, .
> O=C(c1ccco1)N(Cc1nc2ccccc2c(=O)[nH]1)C1CCCC1
 : 63.1%[activator], -0.9, 14.8%, -15.8%, ?, 0.9%, -3.4%

# Quoted from the listing.
# AmpC inh detg result of `CCOc1ccc(NS(=O)(=O)c2ccc3[nH]cc(C(=O)N4CCCCCC4)c(=O)c3c2)cc1` = 6.9%
# TbPYK inhibitor result of `CC(=O)c1cccc(-c2ccnc3c2CC(C(=O)NCc2cccs2)O3)c1` (stereo not drawn) = 5.4%

# Screening data deposited in PubChem by National Center for Advancing Translational Sciences (NCATS).
